HUVEC tox TNFa: cytotoxicity in TNFa-stimulated HUVEC, primary screen, cytotoxicity control for VCAM1 expression modulator project, imaging, Hoechst nuclei count; HUVEC TNFalpha-stimulated, Hoechst cell count; AID 848, 2007; cell count reduction, % at 2 µM; 93,000 tested, 0.17% active;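 active = cell count reduction exceeding the screen mean by over 5 SD, scaled to untreated wells per plate, cut at about 78% in these data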;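 also: cells counted after 24 h of TNF alpha exposure following the 1 h pretreatment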
HUVEC tox IL1B: cytotoxicity in IL-1B stimulated HUVEC, primary screen, cytotoxicity control for IL-1B NFkB translocation project, imaging, Hoechst nuclear count, IL-1B stimulus; HUVEC cell count loss; cell count reduction, % at 2 µM; 94,000 tested, 0.41% active;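 active = cell count reduction more than 3 SD above the screen-wide mean, cut at about 70% in these data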;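 also: normalized per plate to untreated control cells as the no-loss baseline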
Pyk2 oligo antag: antagonists of Pyk2 self-association, primary screen, Q293 cells, FERM NanoBiT luminescence, HTS | hits give low values | AID 1347419, 2020 | Protein-tyrosine kinase 2-beta (Homo sapiens), Q14289 | 99,000 tested, 0.83% active | z-score (the deposit names both 25 µM and 10 µM);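 active = Z-score of -3 or lower, scaled per plate to the spread of control and sample wells; inactive = z-score above -3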;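 also: negative z-score means lost luminescence so less FERM oligomerization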
cytoskel mod: modifiers of F-actin cytoskeleton organization, primary screen, imaging, HUVEC, phalloidin staining, high-content imaging | 91,000 tested, 0.18% active | inhibition, % at 2 µM | HUVEC TNFa F-actin phalloidin imaging;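 active = inhibition above the batch mean plus 3 SD and confirmed as a hit by visual image inspection, cut at about 30% in these data, passing the limit was not always enough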; also: strong numbers were not always called active
FAK inh: FAK kinase inhibitors, primary screen, biochemical | Focal adhesion kinase 1 (Homo sapiens), Q05397 | AID 727, 2007 | biochemical FAK kinase activity assay | 97,000 tested, 0.84% active | inhibition, %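 (tested at 7 µM)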; in the data active = inhibition above about 19%;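 also: 0% = DMSO and 100% = reference compound high control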
ERa SRC1 inh: ERα–SRC-1 coactivator interaction inhibitors, primary screen, biochemical, TR-FRET, ERα LBD, estradiol-bound. Estrogen receptor (Homo sapiens), P03372. TR-FRET ER-alpha LBD / SRC-1 peptide. inhibition, % at 25.6 µM. 86,000 tested, 1.7% active. AID 629, 2007; in the data active = inhibition above about 50%;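 also: 0% = receptor plus peptide control and 100% = peptide only without receptor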
VCAM1 TNFa inh: inhibitors of TNFa-induced VCAM1 expression, primary screen, imaging, HUVEC, TNFa stimulus, immunofluorescence. HUVEC TNFa-induced VCAM-1 immunofluorescence, high-content imaging. inhibition, % at 2 µM. 95,000 tested, 0.48% active. AID 802, 2007;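 active = inhibition above the batch mean plus 3 SD, with images confirmed as a hit by eye, cut at about 37% in these data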;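 also: 0% = TNF-stimulated DMSO wells and 100% = unstimulated control wells; not every result past the cut was called active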
PTPN22 act: LYP phosphatase activators, primary screen, biochemical, DiFMUP fluorescence, 2 µM; Tyrosine-protein phosphatase non-receptor type 22 (Homo sapiens), Q9Y2R2; recombinant LYP; 0 = plate median, 100 = signal doubled; activation, % at 2 µM; 96,000 tested, 0.11% active; AID 697, 2007;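 active = activation at 2 µM above a set limit, the mean plus 5 SD, cut at about 37% in these data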
Target sequence (Q9Y2R2 whole entry, looked up): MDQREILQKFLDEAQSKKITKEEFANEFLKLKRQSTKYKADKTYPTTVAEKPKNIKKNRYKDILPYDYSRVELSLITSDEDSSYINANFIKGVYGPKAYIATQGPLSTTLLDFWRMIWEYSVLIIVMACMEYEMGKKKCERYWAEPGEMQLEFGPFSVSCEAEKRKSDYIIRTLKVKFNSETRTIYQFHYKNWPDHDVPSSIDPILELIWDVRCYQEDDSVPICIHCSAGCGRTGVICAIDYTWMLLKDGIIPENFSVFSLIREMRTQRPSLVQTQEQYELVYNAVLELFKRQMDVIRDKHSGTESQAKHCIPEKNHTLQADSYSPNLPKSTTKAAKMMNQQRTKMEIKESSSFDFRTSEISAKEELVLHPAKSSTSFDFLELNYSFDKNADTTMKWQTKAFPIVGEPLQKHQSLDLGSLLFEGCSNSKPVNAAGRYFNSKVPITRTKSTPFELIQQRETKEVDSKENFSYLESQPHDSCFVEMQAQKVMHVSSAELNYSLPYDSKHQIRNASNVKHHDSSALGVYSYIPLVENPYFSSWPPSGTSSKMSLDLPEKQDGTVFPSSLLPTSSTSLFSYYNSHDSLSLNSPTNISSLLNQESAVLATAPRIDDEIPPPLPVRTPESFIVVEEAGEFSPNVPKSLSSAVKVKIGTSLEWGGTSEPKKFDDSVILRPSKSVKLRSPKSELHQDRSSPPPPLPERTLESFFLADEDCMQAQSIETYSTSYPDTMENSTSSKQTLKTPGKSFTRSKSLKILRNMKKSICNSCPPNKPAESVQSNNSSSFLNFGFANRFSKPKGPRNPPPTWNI
LYP inh 2: PTPN22 phosphatase inhibitors, primary screen, biochemical, DiFMUP fluorescence, 2 µM | inhibition, % at 2 µM | 96,000 tested, 0.21% active | Tyrosine-protein phosphatase non-receptor type 22 (Homo sapiens), Q9Y2R2 | recombinant LYP catalytic domain;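 active = inhibition at 2 µM at or above a set limit, the screen mean plus 3 SD, cut at about 24% in these data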;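 also: 0% = DMSO with enzyme and 100% = enzyme fully blocked by orthovanadate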
Numbers without * were called inactive; / = no result given; [ ] = another dose, or the depositor's remark.

SMILES	HUVEC tox TNFa	HUVEC tox IL1B	Pyk2 oligo antag	cytoskel mod	FAK inh	ERa SRC1 inh	VCAM1 TNFa inh	PTPN22 act	LYP inh 2
Cc1cc(C)n(CCCNC(=O)c2ccc(S(=O)(=O)NCc3ccco3)cc2)n1	-5	-18	0.88	-4	0	4	12	-14	11
Cc1c(NC(=O)/C=C/c2cn(-c3ccccc3)nc2-c2ccccc2)c(=O)n(-c2ccccc2)n1C	/	27	-3	6	-3	/	-21	3	1
CCN(CC)C(=O)Oc1ccc2c(=O)c(-c3ccc(OC)cc3)coc2c1	-37	-78	-1.6	12	1	10	4	-8	5
O/N=C/c1cn(-c2ccccc2)nc1-c1ccc2c(c1)OCCO2	-12	2	-3	37	8	-26[fluorescence artefact?]	8	-5	7
COc1ccc(N(C(=O)c2ccco2)S(=O)(=O)c2cc(OC)ccc2OC)cc1	-1	4	0.17	1	1	3	17	-8	7
Cc1cc(NC(=O)CSCCO)no1	-7	-6	0.47	41	-6	-6	-3	11	-8
COc1cc(NC(=O)c2ccc(CNc3c(N4CCOCC4)c(=O)c3=O)cc2)cc(OC)c1	-20	10	/	-18	-4	7	-4	4	-7
Cc1ccc(N2C(=O)[C@@H]3[C@H](C2=O)[C@H]2C=CC=NN2[C@@H]3C(=O)Nc2ccc(Cl)cc2)cc1	-11	/	-0.29	-2	5	10	13	4	-6
COc1cccc2c1C(=O)c1ccc3ccccc3c1C2=O	-9	-4	0.41	13	16	/	5	-1	1
COc1ccc(CCNC(=O)CSc2nnc(-c3ccc(F)cc3)o2)cc1OC	-15	1	0.83	6	3	-1	-5	33	-35
O=S1(=O)N=C(N2CCN(c3ccc(F)cc3)CC2)c2ccccc21	-14	25	-0.83	15	0	-6	18	-2	3
Cc1cc(SCC(=O)N/N=C/c2ccc(O)cc2O)c(C)cc1Br	9	-4	-0.73	3	3	-1	-6	-4	6
Cc1ccc(S(=O)(=O)N(C)c2ccc(OCC(=O)NCc3ccco3)cc2)cc1	5	4	-0.12	-16	-2	16	0	3	0
CC1Cc2nc(SCC(=O)NC3CCCCC3)n(C)c(=O)c2S1 (configuration not stated)	-27	-18	-0.33	-11	0	-5	12	-4	4
CCCCc1ccc(NC(=O)CN2NS(=O)(=O)c3ccccc3C2=O)cc1	-25	2	-0.71	20	1	/	2	-9	5
Cc1ccccc1NC1=NC(C)(C)N=C(N)N1	-15	1	-0.71	0	-2	5	-21	-9	8
FC(F)(F)c1nc2ccccc2nc1N/N=C/c1ccc(Cl)cc1	-29	-5	0.11	35	-4	/	6	6	-1
COCCCn1c(Cc2csc(Nc3ccccc3)n2)nnc1SCC(N)=O	-10	-33	0.47	0	-1	-8	4	7	-7
CCOc1ccccc1C1CC(=O)Nc2cc(OC)c(OC)c(OC)c21 (configuration not stated)	1	-6	-0.91	7	5	-1	9	4	-2
CCc1nnc(NC(=O)c2ccc(Cl)c(S(=O)(=O)N3CCc4ccccc43)c2)s1	-23	-15	-2.8	13	0	/	-6	-1	-1
Cc1ccc2nc(SCc3nnc(-c4ccccc4)o3)[nH]c2c1	2	-3	0.4	14	3	-7[fluorescence artefact?]	13	1	2
O=C(COc1ccc(S(=O)(=O)N2CCCCC2)cc1)NC1CCCCC1	-20	-9	1.1	0	-2	-2	4	9	-14
CC(C)CN1C(=O)c2ccc(C(=O)Nc3ccccn3)cc2C1=O	6	-10	-0.6	-21	-4	/	-19	-5	2
O=S(=O)(Nc1nc2ccc(S(=O)(=O)N3CCCC3)cc2s1)c1ccc(F)cc1	-5	-2	-0.55	-3	-2	-2	11	10	-7
CCc1ccc(NC(=O)COn2nnc3ccc(S(=O)(=O)N(C)C)cc32)cc1	-3	-16	-1	3	1	/	13	-2	0
SMILES	HUVEC tox TNFa	HUVEC tox IL1B	Pyk2 oligo antag	cytoskel mod	FAK inh	ERa SRC1 inh	VCAM1 TNFa inh	PTPN22 act	LYP inh 2
CCOC(=O)N1CCC(NC(=O)CCc2nc(-c3ccccc3F)no2)CC1	-8	-1	1.3	1	1	3	8	-3	4
CC(C)(C)c1cnnn1-c1ccc(C=O)cc1	-6	-14	0.33	1	-1	19	-8	-2	2
COc1ccc(C)cc1NC(=O)CCCN1C(=O)CCC1=O	-16	8	0.34	7	0	-4	19	1	1
COc1ccccc1N1CCN(C(=O)c2c(-c3ccccc3)noc2C)CC1	-24	-32	0.15	-14	0	/	21	4	-7
COc1cccc(C(=O)NN2C(=O)C3C4C=CC(O4)C3C2=O)c1 (configuration not stated)	-13	1	0.68	15	2	/	-9	10	-9
COc1cc(=O)n(C)c2cc(N(C)C)ccc12	9	-34	-0.43	-13	0	/	8	3	-7
CCCOc1ccc(C2C(=O)N(C3CCCCCC3)CC(=O)N2Cc2ccco2)cc1OC (configuration not stated)	-20	/	0.26	-1	3	7	8	-4	4
Cc1noc(C)c1COC(=O)CCN1c2ccccc2Sc2ccccc21	-5	-5	0.69	26	2	-7	10	6	-8
O=C(NC1CCCC1)c1ccc(CS(=O)(=O)c2cccc(C(F)(F)F)c2)o1	-25	7	0.33	11	5	4	13	1	-3
CCOC(=O)c1c(NC(=O)CSc2nc3ccccc3o2)sc(C)c1C	6	12	0.39	0	-3	/	-4	-7	10
Cc1ccc(CNC(=O)CCNC(=O)Cn2ccc3ccccc3c2=O)cc1	-16	-16	-0.06	-9	0	/	9	4	-6
CC(C)CNC(=O)c1cc2nc3c(c(C(F)(F)F)n2n1)CCc1ccccc1-3	18	-124	-0.33	3	-3	-2	33	-2	5
CC1(C)C2CCC1(CS(=O)(=O)N1CCOCC1)C(=O)C2 (configuration not stated)	-9	3	0.27	18	-3	12	7	-6	7
CCOc1ccccc1OCC(=O)O	-23	-41	1.1	/	-2	5	-13	12	-14
CC1CCN(c2nc(-c3ccccc3)cc(C(F)(F)F)n2)CC1	-39	4	1.3	-17	-4	7	-32	1	-2
NC(=O)[C@H]1CC2(CC(c3cccc(NC(=O)c4ccccc4)c3)=NO2)CN1C(=O)[C@H]1CCC(=O)N1 (some centres not stated)	-2	-15	/	-6	-3	/	8	7	-4
CCOC(=O)N1CCC(NC(=O)C2CCN(S(=O)(=O)c3cccs3)CC2)CC1	9	-38	0.92	4	-1	1	0	5	-9
COc1ccc(-c2c(N)nnc3c2[nH]c2ccccc23)cc1OC	-33	-36	-0.58	-3	1	-4	14	-7	5
CCOC(=O)c1nnn(CC(=O)N2N=C(c3ccc(Cl)cc3)CC2c2ccccc2)c1C(=O)OCC (configuration not stated)	4	-11	-0.79	4	-2	-9	-6	-6	-1
Cc1nc(C(=O)Nc2ccccc2Cl)cc2c1[nH]c1ccccc12	12	26	-0.6	-49	2	/	8	-1	4
FC(F)(F)c1cc(-c2ccccc2)nc(N2CCCCCC2)n1	7	-13	-0.11	6	-2	18	5	-1	-3
Cc1cc(OCC(=O)Nc2ccncc2)ccc1Br	-30	-27	1.2	8	-1	5	-43	-6	4
Cc1ccc(Cn2c(C)nc3c(c2=O)c2nc4ccccc4nc2n3Cc2ccco2)cc1	-19	-22	0.81	31	5	45[fluorescence artefact?]	7	-21	24
O=C(Nc1cccc(F)c1)c1c(F)c(F)c(F)c(F)c1F	-37	7	-0.51	29	-1	17	10	3	-5
CCOC(=O)C1CCCN(C(=O)c2sc3nc(-c4ccc(F)cc4)cn3c2C)C1 (configuration not stated)	-4	2	-0.08	-1	5	-70	-2	-4	4
SMILES	HUVEC tox TNFa	HUVEC tox IL1B	Pyk2 oligo antag	cytoskel mod	FAK inh	ERa SRC1 inh	VCAM1 TNFa inh	PTPN22 act	LYP inh 2
Cc1ccc2nc(SCC(=O)NCc3ccco3)[nH]c2c1	-13	-14	1.2	-4	1	/	-10	-2	3
COc1cc(Cn2cnnn2)ccc1O	-39	-44	-0.01	/	0	-1	11	-3	0
CCCCCCC(=O)N1CCC(c2nc3c(nnn3Cc3ccccc3Cl)c(=O)[nH]2)CC1	-27	-10	-1.2	7	3	4	0	37	-40
CN(C)c1nc(N/N=C\c2ccc(Cl)c([N+](=O)[O-])c2)nc(Nc2ccc(F)cc2)n1	-9	-17	-0.48	-13	-1	78*	-6	-4	4
C=CCn1c(SCC(=O)NCc2ccccc2)nnc1-c1cc(Br)ccc1O	/	10	-0.9	-19	-1	5	19	-3	5
CCOC(=O)N1CCN(c2nc(-c3cccc(OC)c3)cc(C(F)(F)F)n2)CC1	-1	35	0.07	-29	5	22[fluorescence artefact?]	-19	-8	7
COc1ccc(Nc2nc(C)cc(C)c2C(N)=O)c(OC)c1	-7	-26	0.42	-3	-2	-12	1	3	-4
NC(=O)CSc1nnc(-c2cnccn2)n1-c1ccccc1	-35	-12	-0.12	11	0	-11	11	14	-14
Cc1cccc(-c2nc(CS(=O)CC(=O)NCc3cccs3)c(C)o2)c1 (configuration not stated)	-7	0	/	-3	8	-17	15	-12	11

Molecules from the list above with an aryl thioether with sulfur outside any ring (nine):
SMILES	HUVEC tox TNFa	HUVEC tox IL1B	Pyk2 oligo antag	cytoskel mod	FAK inh	ERa SRC1 inh	VCAM1 TNFa inh	PTPN22 act	LYP inh 2
COc1ccc(CCNC(=O)CSc2nnc(-c3ccc(F)cc3)o2)cc1OC	-15	1	0.83	6	3	-1	-5	33	-35
Cc1cc(SCC(=O)N/N=C/c2ccc(O)cc2O)c(C)cc1Br	9	-4	-0.73	3	3	-1	-6	-4	6
CC1Cc2nc(SCC(=O)NC3CCCCC3)n(C)c(=O)c2S1 (configuration not stated)	-27	-18	-0.33	-11	0	-5	12	-4	4
COCCCn1c(Cc2csc(Nc3ccccc3)n2)nnc1SCC(N)=O	-10	-33	0.47	0	-1	-8	4	7	-7
Cc1ccc2nc(SCc3nnc(-c4ccccc4)o3)[nH]c2c1	2	-3	0.4	14	3	-7[fluorescence artefact?]	13	1	2
CCOC(=O)c1c(NC(=O)CSc2nc3ccccc3o2)sc(C)c1C	6	12	0.39	0	-3	/	-4	-7	10
Cc1ccc2nc(SCC(=O)NCc3ccco3)[nH]c2c1	-13	-14	1.2	-4	1	/	-10	-2	3
C=CCn1c(SCC(=O)NCc2ccccc2)nnc1-c1cc(Br)ccc1O	/	10	-0.9	-19	-1	5	19	-3	5
NC(=O)CSc1nnc(-c2cnccn2)n1-c1ccccc1	-35	-12	-0.12	11	0	-11	11	14	-14

Screening results (PubChem)
